Assay outcomes from PubChem.
PDI turbidity = blocks human protein disulfide isomerase activity; AID 588391; PDI insulin aggregation turbidity, A650, 90 min; 350,000 compounds, 0.052% hits; inhibition, % at 10 µM;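 active = mean inhibition across replicates of 30% or more, whatever share of single replicates reach that level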;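 note: absorbance from insulin aggregation driven by PDI reduction with DTT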
Target sequence (P07237 whole entry, looked up): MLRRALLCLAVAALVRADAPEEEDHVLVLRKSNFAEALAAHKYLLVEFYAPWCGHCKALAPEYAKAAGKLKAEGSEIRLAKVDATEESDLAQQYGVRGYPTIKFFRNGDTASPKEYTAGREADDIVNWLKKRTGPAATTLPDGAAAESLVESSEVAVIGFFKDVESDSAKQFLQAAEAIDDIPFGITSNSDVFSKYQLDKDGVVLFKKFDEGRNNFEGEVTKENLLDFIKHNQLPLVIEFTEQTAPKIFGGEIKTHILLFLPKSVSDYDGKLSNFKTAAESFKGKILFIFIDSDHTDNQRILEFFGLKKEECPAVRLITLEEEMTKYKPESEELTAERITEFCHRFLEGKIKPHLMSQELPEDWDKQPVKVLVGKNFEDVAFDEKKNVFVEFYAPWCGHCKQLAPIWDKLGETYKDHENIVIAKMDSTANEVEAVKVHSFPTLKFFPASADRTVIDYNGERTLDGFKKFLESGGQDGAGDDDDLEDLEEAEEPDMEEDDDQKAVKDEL
KKLEB cytotox = reduces viability of KKLEB cystic fibrosis airway cells; KKLEB CF airway cells viability, ATPlite luminescence, overnight; active compounds read low; cells stimulated with P. aeruginosa culture filtrate; activity change (cytotoxicity), % at 5 µM; 360,000 compounds, 0.36% hits; AID 602141;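 active = corrected activity change at or below -50% at 5 µM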
Shn3 inh set2 = reduces Shn3 3'UTR luciferase signal in osteoblasts | Clone20 osteoblast Shn3 3'UTR firefly luciferase, 24 h | inhibition, % at 12.5 µM | 360,000 compounds, 0.52% hits;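 active = mean inhibition of at least 75% with every replicate also reaching 75%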;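 note: 0% = median of neutral control wells and 100% = pilot-screen positive control compound; some compounds past the cut are filed as inactive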
NR2E3 ag-1 = activates human photoreceptor nuclear receptor NR2E3; Q9Y5X4; GST-NR2E3/biotin-RetCOR TR-FRET, 1536-well; inhibition of corepressor binding, % at 4.78 µM; 320,000 compounds, 0.12% hits; AID 2300;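 active = percent inhibition above the cutoff of mean plus 3 SD of all tested compounds, set per screening campaign, cut at about 20% in these data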;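 note: 0% = DMSO wells and 100% = biotin wells as full block of FRET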
Target sequence (Q9Y5X4 whole entry, looked up): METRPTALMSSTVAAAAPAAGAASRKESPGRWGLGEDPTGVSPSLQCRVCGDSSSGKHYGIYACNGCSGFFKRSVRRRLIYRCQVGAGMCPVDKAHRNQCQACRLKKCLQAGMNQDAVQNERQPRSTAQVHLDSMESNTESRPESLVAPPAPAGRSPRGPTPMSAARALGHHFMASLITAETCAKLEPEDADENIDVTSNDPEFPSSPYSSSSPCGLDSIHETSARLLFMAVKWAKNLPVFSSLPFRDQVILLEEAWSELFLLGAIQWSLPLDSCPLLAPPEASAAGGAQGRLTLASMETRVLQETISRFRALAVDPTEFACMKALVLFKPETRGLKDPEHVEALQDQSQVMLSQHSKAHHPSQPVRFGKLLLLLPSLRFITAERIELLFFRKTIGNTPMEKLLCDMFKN
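Material: NR2E3–RetCOR corepressor complex / Incubation: Compound–protein incubation for 5 h at 4 °C / Dosing: compound at 4.8 µM, single dose / Detection: time-resolved FRET / Benchmarks: high control biotin, low control 0.6% DMSO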
NR2E3 ag-2 = human photoreceptor-specific nuclear receptor agonism | Q9Y5X4 | AID 602229 | inhibition of corepressor binding, % at 3.98 µM | 360,000 compounds, 0.35% hits | CHO-S Gal4-NCOR/VP16-NR2E3 two-hybrid, luciferase;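 active = inhibition above the mean of all tested compounds plus 3 SD, cut at about 70% in these data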;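 note: 0% = DMSO with NR2E3 transfected cells and 100% = cells lacking NR2E3 construct; higher means lower luciferase signal from less NR2E3 corepressor binding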
Vif imaging = inhibitors of HIV Vif | HEK293T cells, Vif self-association by quenched fluorescence, imaging, 24 h | inhibition, % at 7.49 µM | 340,000 compounds, 0.35% hits; in the data active = inhibition above about 50%, passing the limit was not always enough; note: some results filed as inactive read as strong as hits
CF NFkB inh = inhibitors of cystic fibrosis induced NF-kB. KKLEB NF-kB-GFP reporter, PAF-induced, GFP fluorescence overnight. inhibition, % at 5 µM. 360,000 compounds, 0.86% hits. AID 588850;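 active = at least 50% inhibition at 5 µM, scaled per plate between neutral and stimulator controls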;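 note: PAF is a Pseudomonas aeruginosa culture filtrate used as stimulus; plate controls were PAF-stimulated DMSO wells for no effect and unstimulated DMSO wells for full effect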
HIF-2a block = HIF-2a inhibition; 786-0 RCC cells HIF-2a reporter, luciferase luminescence, overnight; inhibition, % at 18.8 µM; 360,000 compounds, 0.72% hits;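 active = inhibition of the luminescence signal of 40% or more relative to plate controls, in a single-dose primary screen at 18.75 µM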
CaV13 ICDI inh = Disruptors of the CACNA1D IQ motif to Ca2+-dependent inactivation inhibitor domain association, primary screening, Förster resonance energy transfer in intact living … | inhibition, % at 12.3 µM | HEK cells, CFP/YFP FRET ICDI-IQ, plate reader, 10 min; percent FRET-ratio fall versus neutral wells | 340,000 compounds, 0.098% hits;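 active = mean replicate inhibition of at least 30% and at least 1% of replicates passing that level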;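 note: 0% = median of the neutral control wells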
Peg3 prom inh = inhibitors of Peg3 promoter. HeLa PEG-Prom luciferase reporter, luminescence, overnight. inhibition, % at 20 µM. 360,000 compounds, 1.7% hits. AID 588405;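 active = inhibition of at least 50% at 20 µM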
TRPM1 prom inh = MITF TRPM1 promoter inhibition in SK-MEL-5 cells; SK-MEL-5 TRPM1 promoter luciferase, 24 h; inhibition, % at 12.5 µM; 330,000 compounds, 0.83% hits; AID 488899;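 active = mean inhibition across replicates of 60% or more, whatever share of single replicates reaches that level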; note: values of inactives mirror those of a sister screen read the other way
* marks the source's active call; other numbers are inactive results; nt = no result given.

canonical_smiles,PDI turbidity,KKLEB cytotox,Shn3 inh set2,NR2E3 ag-1,NR2E3 ag-2,Vif imaging,CF NFkB inh,HIF-2a block,CaV13 ICDI inh,Peg3 prom inh,TRPM1 prom inh
Cc1onc(-c2ccccc2)c1C(=O)N1CCCCCC1,-12,-13,7,0,-11,-4,24,12,-2,-5,10
CCCn1c(N)c(N(CCOC)C(=O)COC(=O)c2ccccc2NCCO)c(=O)[nH]c1=O,3,7,-3,-2,-20,nt,7,-30,-6,-43,-15
CC(NC(=O)c1ccco1)C(=O)OCC(=O)N1CCCCCC1 (configuration not stated),-13,1,-10,7,-14,4,-17,1,-6,0,-9
CCOC(=O)C1CCCN(c2c(NCCCN(CC)c3ccccc3)c(=O)c2=O)C1 (configuration not stated),6,11,-7,6,-3,1,1,15,-3,-1,3
Cn1cc(S(=O)(=O)N2CCc3ccccc32)cc1C(=O)NC(C)(C)C,nt,0,89*,2,37,-18,-10,13,-3,2,29
O=c1[nH]c2nc(Cl)nc(Cl)c2[nH]1,4,2,-37,nt,-14,19,-3,6,-8,-11,7
C[C@H](NC(=O)c1nc[nH]c1C(=O)N[C@@H](C)c1ccccc1)c1ccccc1,6,-11,-5,4,-12,2,31,20,-8,27,5
COc1ccc(-c2nnc3n(CCc4ccccc4)c(=O)c4ccccc4n23)c(OC)c1,-2,15,1,0,-28,-2,-24,-45,-2,20,5
CCCN1C2CCCC1CC(NC(=O)c1ccccc1OCC)C2 (configuration not stated),-5,5,-12,6,-32,-4,-11,11,11,9,-11
O=C(Nc1nncs1)C12CC3CC(CC(C3)C1)C2,4,7,6,1,-30,4,-6,14,-3,0,-2
COc1cc(C(=O)OC(C)C(=O)NC2CCCCC2C)c([N+](=O)[O-])cc1OC (configuration not stated),-2,-13,-12,6,20,-3,2,10,-6,16,-8
O=C(CCn1nc(-c2ccccc2)c2ccccc2c1=O)NCC1CCCO1 (configuration not stated),-7,-7,2,2,-14,15,8,9,-9,12,0
CN1CCN(CCC(=O)N/N=C/c2cc3c(cc2[N+](=O)[O-])OCO3)CC1,-9,4,-5,0,-20,-4,-17,12,nt,-5,4
C[C@H]1CN([C@@H](C)CO)C(=O)CCCn2cc(nn2)CO[C@@H]1CN(C)C(=O)Nc1ccc(-c2cccs2)cc1,nt,-5,-24,nt,-3,nt,-10,-4,nt,5,nt
COc1ccccc1OCc1ccc(C(=O)NC(C)c2ccccc2)o1 (configuration not stated),-8,4,10,-2,-5,2,0,1,-10,-12,2
CCCc1nnc(NC(=O)C(CC)OC(=O)c2cc(C)nc3ccccc23)s1 (configuration not stated),2,-10,-5,5,12,-12,9,0,-7,3,7
CCN(CC)CCNC(=O)/C(=C\c1cccn1C)NC(=O)c1cccs1,5,18,6,2,-8,0,-10,8,-17,0,5
COc1ccc(NC(=S)NCc2ccc(F)cc2)c(OC)c1,2,8,-1,2,-8,8,-14,7,-20,5,8
O=[N+]([O-])c1ccc2[nH]c(O)c(N=NC(=S)NCC3CCCO3)c2c1 (configuration not stated),3,-3,-34,-4,13,-6,-14,23,-4,14,9
CCOc1ncccc1C(=O)OCC(=O)Nc1cc(C)ccc1C,9,0,-9,0,1,6,25,3,-7,5,-5

The list continues:
canonical_smiles,PDI turbidity,KKLEB cytotox,Shn3 inh set2,NR2E3 ag-1,NR2E3 ag-2,Vif imaging,CF NFkB inh,HIF-2a block,CaV13 ICDI inh,Peg3 prom inh,TRPM1 prom inh
O=C(NCC(=O)N1CCN(Cc2ccccc2)CC1)c1ccccc1Cl,17,7,7,nt,-37,6,-9,2,-4,2,nt
O=C(c1cc(COc2ccc3ncccc3c2)on1)N1CCCCCC1,2,-6,84,-2,71*,-12,-5,-79,-4,-63,10
CCCC(C(=O)NC1CCCC1)N(CC1CCCO1)C(=O)c1snc(C(N)=O)c1N (configuration not stated),-24,4,-18,1,3,5,7,10,-4,-2,-5
O=C(NNC(=S)NC(=O)c1cccnc1)c1ccc(Cl)cc1,-1,-25,-10,3,13,0,14,11,-8,-5,-4
Cc1nn(C)c(N)c1C(O)(c1nccn1C)C(F)(F)F (configuration not stated),-7,-2,0,3,-5,11,4,5,nt,-6,2
O=C1CC2(CCN(C(=O)c3ccccc3[N+](=O)[O-])CC2)Oc2ccccc21,-15,-12,27,2,-19,3,-6,11,-5,10,2
O=C(Nc1sccc1C(=O)N1CCOCC1)c1cccnc1,2,5,3,-3,-34,2,-11,7,-7,18,-2
COc1ccc(CCC(=O)OCC(=O)c2c(N)n(CC(C)C)c(=O)n(C)c2=O)cc1,8,4,59,6,21,-3,6,5,-3,-12,9
COc1ccc(CCN(Cc2ccccn2)C(=S)Nc2ccccc2Cl)cc1OC,-2,8,16,-1,1,12,-6,7,-7,23,-3
Cc1ccc2[nH]c(=O)cc(C(=O)OCC(=O)c3ccccc3)c2c1,2,4,-4,-7,-6,-5,2,18,-4,1,7
CCCc1c(C)[nH]c2ccc(NC(C)=O)cc2c1=O,-9,-7,-29,3,23,nt,-2,-2,nt,7,4
O=C(NCc1ccccc1Cl)C1CCN(S(=O)(=O)c2cccs2)CC1,-4,7,-7,-2,-2,-10,14,4,-4,2,13
O=C(CN(C(=O)CSc1nc2ccccc2o1)c1ccccc1F)NC1CCCCC1,2,-18,2,-4,-2,2,-11,-7,-7,9,5
Cc1cc(N(CC(=O)NC(C)C)S(C)(=O)=O)ccc1Br,0,13,10,1,4,2,-10,13,-4,5,-9
COCCN1C(=O)C(O)=C(C(C)=O)C1c1ccc(F)cc1 (configuration not stated),13,3,-3,1,-8,nt,-7,2,nt,-1,0
Cc1ccccc1OCC(=O)N/N=C/c1cccc2cccnc12,9,6,0,-4,-17,10,2,10,-6,41,11
Cn1c(SCC(=O)NCC2CCCO2)nc2c([nH]c3ccccc32)c1=O (configuration not stated),-10,-18,3,2,9,-2,24,-6,-6,13,12
CCOc1ccccc1NC(=O)c1cc(=O)[nH]c2ccc(S(=O)(=O)N3CCOCC3)cc12,-1,0,-1,nt,-9,2,24,15,-18,4,nt
COc1ccc(C(=O)NCC2(c3ccccc3)CCOCC2)cc1,6,4,-18,-1,-26,10,6,-83,-5,-35,-35
COc1ccc(N2CCN(CCNC(=O)Nc3cccc(C)c3C)CC2)cc1,5,4,1,-4,10,11,-1,1,-4,9,8

Later entries:
canonical_smiles,PDI turbidity,KKLEB cytotox,Shn3 inh set2,NR2E3 ag-1,NR2E3 ag-2,Vif imaging,CF NFkB inh,HIF-2a block,CaV13 ICDI inh,Peg3 prom inh,TRPM1 prom inh
Cn1c(SCC(=O)Nc2cccnc2Cl)nnc1-c1ccco1,1,1,-26,nt,-18,6,-8,-3,-5,-2,6
OCc1ccc(-c2ccccc2)c(-c2ccccc2)c1,1,1,-13,-1,30,-2,12,16,2,15,nt
Cc1ccc(S(=O)(=O)Nc2ccncc2)c(C)c1,-47,6,14,4,-22,-4,-22,17,-4,7,3
COCc1c(C(=O)N2CCN(Cc3nc4ccccc4s3)CC2)oc2ccccc12,0,2,-31,1,-9,1,-4,-144,-13,-45,9
O=C(NCCc1ccc(Cl)cc1)C1CCN(c2ncccn2)CC1,-5,-3,0,5,2,-3,4,0,-4,-5,2
Cc1cc2oc(=O)cc(CSc3nc(N)cc(N)n3)c2cc1C(C)C,1,-2,9,-3,-21,-4,-13,12,-5,-18,10
CC(C)n1ncc2c(C(=O)O)cc(C3CC3)nc21,14,-6,-13,0,-11,-3,11,17,-7,5,-11
COc1cc(C2(c3ccc(O)c(OC)c3)C(=O)N(C)c3ccc(C)cc32)ccc1O,11,3,0,-1,-20,5,12,29,-14,21,0
Cc1ccc(S(=O)(=O)NCCCCCC(=O)Nc2c(C)n(C)n(-c3ccccc3)c2=O)cc1,0,-4,9,1,4,-1,9,6,13,18,-6
O=C(CSc1nnc2ccc(-c3ccccn3)nn12)Nc1ccc(F)cc1F,-3,14,-2,0,-1,-7,-6,9,-6,3,-6
O=C(NC(=S)NCc1ccccc1)C1CCCCC1,1,-5,-1,0,-16,2,-5,1,nt,6,0
Cc1cccc(-c2noc(CN(C)C(=O)c3ccoc3C)n2)c1,0,11,-4,2,-37,1,-9,-76,-4,-72,-4
COc1cc2c(cc1OC)C1Cc3ccc(OC)c(OC)c3CN1CC2 (configuration not stated),-5,-1,1,3,-37,7,-8,5,-5,-25,4
COc1ccc(C2=NN(C(=O)c3ccncc3)C(c3ccccc3O)C2)cc1 (configuration not stated),14,3,-10,4,-8,-4,18,16,-4,-3,-22
Cc1ccc(CCNC(=O)C23C[C@H]4C[C@@H](C2)CC(n2nnc(C)n2)(C4)C3)cc1,13,-7,-4,2,10,-8,-8,18,-6,13,7
Cc1ccc(S(=O)(=O)N2CCOCC2)cc1NC(=O)COC(=O)c1cc[n+]([O-])cc1,2,2,-4,-2,-1,8,-22,8,-8,23,9
Cc1cccc(C)c1NC(=S)Nc1ccccc1C(=O)NCc1ccco1,7,-4,-48,-5,0,7,21,21,-3,-1,11
Cc1nnc(NC(=O)c2ccccc2Oc2ccccc2)s1,5,2,-6,-2,20,-9,8,18,7,3,2
CN1OC[C@@H]2CN(C(=S)NCCc3ccccc3)[C@H](c3ccc(N4CCCCC4)cc3)C[C@@H]21,nt,19,9,nt,-20,0,-12,3,-9,16,nt
CCCn1c(C)nc2cc(Cl)c(N3CCN(c4nc(-c5ccc(C)cc5)cs4)CC3)cc21,7,24,0,-3,-35,-2,7,-3,-5,1,14

New compounds follow.
canonical_smiles,PDI turbidity,KKLEB cytotox,Shn3 inh set2,NR2E3 ag-1,NR2E3 ag-2,Vif imaging,CF NFkB inh,HIF-2a block,CaV13 ICDI inh,Peg3 prom inh,TRPM1 prom inh
O=C(/C=C/c1ccc(Cl)cc1Cl)NCCN1CCOCC1,6,-21,-6,2,-40,0,-7,-26,nt,-9,3
O=C(NCc1cccnc1)c1ccc(Cn2cc(C(F)(F)F)ccc2=O)cc1,-1,-7,4,0,17,-4,9,14,15,2,5
Cc1ccc2oc(=O)c3cc(C(=O)NCCCN4CCCC(C)C4)sc3c2c1 (configuration not stated),-6,3,7,0,8,-6,-47,-7,-7,-18,-21
O=c1c(Cl)nc2cc(Cl)ccc2n1CCNc1ncc(C(F)(F)F)cc1Cl,-16,2,15,-2,3,5,-10,18,nt,25,-5

Full records as entered above.
Profile of O=C(NCc1cccnc1)c1ccc(Cn2cc(C(F)(F)F)ccc2=O)cc1 → PDI turbidity = -1; KKLEB cytotox = -7; Shn3 inh set2 = 4; NR2E3 ag-1 = 0; NR2E3 ag-2 = 17; Vif imaging = -4; CF NFkB inh = 9; HIF-2a block = 14; CaV13 ICDI inh = 15; Peg3 prom inh = 2; TRPM1 prom inh = 5
Profile of O=c1c(Cl)nc2cc(Cl)ccc2n1CCNc1ncc(C(F)(F)F)cc1Cl → PDI turbidity = -16; KKLEB cytotox = 2; Shn3 inh set2 = 15; NR2E3 ag-1 = -2; NR2E3 ag-2 = 3; Vif imaging = 5; CF NFkB inh = -10; HIF-2a block = 18; CaV13 ICDI inh = nt; Peg3 prom inh = 25; TRPM1 prom inh = -5
